# Screening results (PubChem)
# HKDC1 inh = HKDC1 hexokinase inhibitors, primary screen, biochemical, fluorescence, uHTS | inhibition, % at 20 µM | AID 493160, 2011 | Q2TB90 | 340,000 compounds, 0.16% hits | recombinant HKDC1, G6PDH/diaphorase resazurin coupled fluorescence;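 active = inhibition above about 35% when tested at 20 µM, limit read from the data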;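 also: plate controls were DMSO wells with enzyme for no effect and DMSO wells lacking enzyme for full effect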
# Target sequence (Q2TB90 whole entry, looked up): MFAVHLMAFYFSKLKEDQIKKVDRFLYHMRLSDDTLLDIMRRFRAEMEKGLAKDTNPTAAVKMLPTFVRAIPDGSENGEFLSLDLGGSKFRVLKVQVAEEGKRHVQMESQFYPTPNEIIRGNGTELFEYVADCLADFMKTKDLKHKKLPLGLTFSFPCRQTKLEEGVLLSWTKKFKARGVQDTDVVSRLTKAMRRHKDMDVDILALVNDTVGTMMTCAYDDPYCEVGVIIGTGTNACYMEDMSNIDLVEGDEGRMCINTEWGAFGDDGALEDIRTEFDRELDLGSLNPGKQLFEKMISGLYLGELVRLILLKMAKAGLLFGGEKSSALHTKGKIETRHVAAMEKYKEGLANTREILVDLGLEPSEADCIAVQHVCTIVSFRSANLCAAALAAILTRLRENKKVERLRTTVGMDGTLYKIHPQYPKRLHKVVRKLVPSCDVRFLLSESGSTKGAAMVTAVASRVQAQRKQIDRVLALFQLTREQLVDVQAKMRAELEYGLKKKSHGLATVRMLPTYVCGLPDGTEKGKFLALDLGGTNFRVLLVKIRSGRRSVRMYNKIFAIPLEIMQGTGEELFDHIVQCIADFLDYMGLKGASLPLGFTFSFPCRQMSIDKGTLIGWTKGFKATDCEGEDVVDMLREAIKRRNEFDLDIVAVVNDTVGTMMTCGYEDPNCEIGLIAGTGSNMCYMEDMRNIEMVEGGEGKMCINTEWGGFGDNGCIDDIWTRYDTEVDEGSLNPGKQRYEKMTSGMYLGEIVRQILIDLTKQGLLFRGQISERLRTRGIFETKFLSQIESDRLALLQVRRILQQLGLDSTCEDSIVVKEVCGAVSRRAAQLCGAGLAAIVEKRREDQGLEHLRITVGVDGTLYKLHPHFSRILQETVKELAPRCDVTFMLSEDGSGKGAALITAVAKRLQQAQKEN
#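 Test system: recombinant HKDC1 (HK5) hexokinase enzyme, produced in-house; Amount: enzyme 5 µg/mL final; Buffer or medium: Tris pH 8.0 buffer with MgCl2, Tween-20, BSA, BME; Reagent: glucose and ATP substrates; Doses: 20 µM test compound, 1% DMSO; Incubation: 90 min reaction incubation at room temperature, dark; Detection: resorufin fluorescence at 613 nm.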
# NLRP3 yeast inh = NALP3 inflammasome inhibitors in reconstituted yeast, primary screen, luminescence, uHTS; Yeast reconstituted NLRP3/ASC/caspase-1, beta-gal luminescence, 24 h; inhibition, % at 10 µM; 330,000 compounds, 0.39% hits; AID 2825, 2010;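 active = inhibition of 50% or more; inactive = inhibition below 50%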;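 also: plate controls were induced DMSO wells for no effect and uninduced yeast grown without galactose for full effect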
# SENP6 inh = SENP6 protease inhibitors, primary screen, biochemical, luminescence, uHTS; Sentrin-specific protease 6 (Homo sapiens), Q9GZR1; Recombinant SENP6 catalytic domain, aminoluciferin luminescence; inhibition, % at 10 µM; 330,000 compounds, 1.8% hits;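 active = inhibition above about 50% at the single tested dose, limit read from the data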;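 also: plate controls were DMSO wells with enzyme for no effect and DMSO wells lacking enzyme for full effect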
# PfG6PD inh = PfG6PD enzyme inhibitors, primary screen, biochemical, fluorescence intensity, uHTS; glucose-6-phosphate dehydrogenase-6-phosphogluconolactonase (Plasmodium falciparum 3D7); PfGluPho enzyme, NADPH resazurin-diaphorase fluorescence; inhibition, % at 20 µM; 350,000 compounds, 0.78% hits;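 active = inhibition reaching at least a set limit at 20 µM in the primary screen, cut at about 59% in these data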;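 also: 0% = DMSO wells with substrate and 100% = DMSO wells lacking glucose-6-phosphate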
# SENP7 block = SENP7 protease inhibitors, primary screen, biochemical, luminescence, uHTS | inhibition, % at 5 µM | recombinant SENP7, Z-RLRGG-aminoluciferin luminescence, 40 min | 330,000 compounds, 1.5% hits | Sentrin-specific protease 7 (Homo sapiens), Q9BQF6 | AID 434973, 2010;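 active = inhibition above about 50% at the single test dose, limit read from the data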;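 also: plate controls were DMSO with enzyme for no effect and no enzyme buffer wells for full effect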
# SENP8 block-1 = human SENP8 protease inhibitors, primary screen, biochemical, fluorescence, Nedd8 protein substrate, uHTS. AID 602440, 2012. 360,000 compounds, 0.64% hits. inhibition, % at 20 µM. Sentrin-specific protease 8 (Homo sapiens), Q96LD8. recombinant SENP8; in the data active = inhibition mostly above about 40%, no sharp cut-off; inactive = mostly below about 27%
# SENP1 inh = human SENP1 catalytic domain inhibitors, primary screen, biochemical, FRET, uHTS. inhibition, % at 10 µM. AID 624204, 2012. Sentrin-specific protease 1 (Homo sapiens), Q9P0U3. recombinant SENP1 catalytic domain, CyPet-SUMO1-YPet FRET cleavage. 360,000 compounds, 0.21% hits;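 active = inhibition at least 30% at 10 µM, raw YFP signal under a set limit, fluorescence ratio 0.5 to 1.5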;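 also: 0% = enzyme with DMSO and 100% = no enzyme wells; some results filed as inactive read as strong as hits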
#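 Assay system: hSENP1 catalytic domain, recombinant. Amount: SENP1 enzyme, 20 pM final. Schedule: 50 min reaction, RT, dark. Technique: FRET, CFP and YFP emission. Control set: no-enzyme wells low, DMSO-plus-enzyme wells high control.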
# SENP8 block-2 = SENP8 protease inhibitors, primary screen, biochemical, luminescence | Sentrin-specific protease 8 (Homo sapiens), Q96LD8 | purified SENP8, Z-RLRGG-aminoluciferin cleavage | inhibition, % at 10 µM | 330,000 compounds, 1.2% hits | AID 2540, 2010; in the data active = inhibition above about 50%
# Apaf-1 inh = inhibitors of human Apaf-1 apoptosome, primary screen, biochemical, DEVD-Rh110 fluorescence, uHTS; Apoptotic protease-activating factor 1 (Homo sapiens), O14727; reconstituted apoptosome caspase-3 activity; inhibition, % at 20 µM; 330,000 compounds, 0.71% hits; AID 489030, 2010; active = inhibition of at least 40% at 20 µM;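 also: plate controls were DMSO wells for no effect and DEVD-CHO caspase inhibitor wells for full effect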
#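 System: Apoptosome proteins | Medium: Hepes pH 7.5 with detergent and BSA | Also added: Cytochrome c trigger plus (Z-DEVD)2-Rh110 caspase-3 substrate | Incubation: 30 min compound preincubation, 50 min activation, room temperature | Detection: Rhodamine 110 fluorescence at Ex 480/Em 540 nm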
# * = called active by the depositor; . = not tested or not shown.
SMILES,HKDC1 inh,NLRP3 yeast inh,SENP6 inh,PfG6PD inh,SENP7 block,SENP8 block-1,SENP1 inh,SENP8 block-2,Apaf-1 inh
CCCn1c(N)c(C(=O)CSc2nc3ccccc3n2CCC#N)c(=O)n(C)c1=O,1,4,-8,9,1,5,8,2,2
COC(CNC(=O)C1CC(=O)N(CCc2ccc(C)cc2)C1)OC (stereo unspecified),-4,14,6,2,7,25,3,5,-4
Cc1cccc(N2CC(C(=O)OCC(=O)Nc3sccc3C(N)=O)CC2=O)c1C (stereo unspecified),-4,4,-1,-1,6,-13,-1,2,-8
Cc1cccnc1NC(=O)c1ccc(COc2ccccc2)o1,-3,-10,-6,-3,-2,-5,2,9,7
COc1cc(C#N)ccc1OCC(=O)Nc1cccc(S(=O)(=O)N2CCCC2)c1,-1,-9,-7,-19,4,16,2,6,-19
COc1cc(/C=C/C(=O)OCC(=O)Nc2ccc3c(c2)OCCO3)ccc1O,-10,22,1,4,5,-213,-58,-9,0
CC(=O)c1cccc(NC(=O)CSc2nc(=O)n(CCCN3CCOCC3)c3c2CCC3)c1,-3,3,-14,6,6,-6,2,-16,11
N#C/C(=C\c1cccc(Oc2ccc(C(F)(F)F)cc2[N+](=O)[O-])c1)c1nc2ccccc2[nH]1,3,19,1,10,10,-408,-1,1,15
CC(NC(=O)c1ccccc1Br)c1nnc(SCC(=O)NC2=NCCS2)n1C (stereo unspecified),-7,8,7,-5,5,5,-1,7,-1
Cc1cc(C)n(C(C)CC(=O)Nc2ccc(-c3ccno3)cc2)n1 (stereo unspecified),-2,21,9,22,-13,-11,-1,-10,3
c1ccc(Nc2nc(N3CCCC3)nc(N3CCOCC3)n2)cc1,-4,18,5,11,-6,8,2,23,10
C/C(=N\NC(=O)c1ccc(N(C)C)cc1)c1ccc(C)c(C)c1,10,7,0,-1,4,-52,3,-2,-5
Cc1cc(C(=O)CCC(=O)N(C)CC(=O)Nc2ccc(OC(F)(F)F)cc2)c(C)s1,3,17,-16,10,-1,0,-3,-4,19
CCNS(=O)(=O)c1c(C)cc(C)c(N(C)S(=O)(=O)c2ccccc2)c1C,-6,11,-11,12,-4,4,3,-6,11
CCn1cc(Br)c(C(=O)Nc2ccc(F)cc2F)n1,-6,-16,5,-13,6,15,0,-5,-22
O=C(NCCc1ccc(C(F)(F)F)cc1)c1ccc(Cl)nc1,-3,19,11,8,3,15,1,6,4
COc1cc(NC2=Nc3cccc4cccc2c34)cc(OC)c1OC,-4,17,-2,25,-5,17,68*,4,10
COc1cnc(-c2ccccn2)nc1N(C)c1ccccc1,0,25,0,0,9,19,2,-3,2
COc1cccc(/C=N/NC(=O)c2cnccn2)c1,-10,10,8,-7,1,4,1,-7,-5
Cc1cc(C)c(C)c(S(=O)(=O)N2CCC(C(=O)NCc3ccco3)CC2)c1C,1,20,-9,-31,-2,-1,0,-15,14
N#CC1(NC(=O)CSc2nc3ccc([N+](=O)[O-])cc3s2)CCCCC1,-3,14,-12,-7,-12,6,3,-4,7
CN(C)CCn1c2c(c(SCC(=O)Nc3ccc4c(c3)OCCO4)nc1=O)CCCC2,3,8,-2,6,1,23,1,1,-62
CCOc1ccc(C(O)(c2ccccc2)C(CN2CCCC2)c2ccccc2)cc1 (stereo unspecified),-4,7,1,0,11,12,2,0,6
Cc1nc2ccc(F)cc2cc1C(=O)Nc1ccc(Cl)c(Cl)c1,-5,.,.,-9,.,-2,1,.,.
O=C(Cc1ccc(Cl)cc1Cl)Nc1ccncc1Cl,-3,27,0,1,-11,7,-2,-13,12

# Nothing new here: entries from further up.
SMILES,HKDC1 inh,NLRP3 yeast inh,SENP6 inh,PfG6PD inh,SENP7 block,SENP8 block-1,SENP1 inh,SENP8 block-2,Apaf-1 inh
N#CC1(NC(=O)CSc2nc3ccc([N+](=O)[O-])cc3s2)CCCCC1,-3,14,-12,-7,-12,6,3,-4,7
CN(C)CCn1c2c(c(SCC(=O)Nc3ccc4c(c3)OCCO4)nc1=O)CCCC2,3,8,-2,6,1,23,1,1,-62
CCOc1ccc(C(O)(c2ccccc2)C(CN2CCCC2)c2ccccc2)cc1 (stereo unspecified),-4,7,1,0,11,12,2,0,6
Cc1nc2ccc(F)cc2cc1C(=O)Nc1ccc(Cl)c(Cl)c1,-5,.,.,-9,.,-2,1,.,.
O=C(Cc1ccc(Cl)cc1Cl)Nc1ccncc1Cl,-3,27,0,1,-11,7,-2,-13,12

# Profiles, quoted from the list.
# CC(=O)c1cccc(NC(=O)CSc2nc(=O)n(CCCN3CCOCC3)c3c2CCC3)c1 is entered as HKDC1 inh = -3; NLRP3 yeast inh = 3; SENP6 inh = -14; PfG6PD inh = 6; SENP7 block = 6; SENP8 block-1 = -6; SENP1 inh = 2; SENP8 block-2 = -16; Apaf-1 inh = 11
# C/C(=N\NC(=O)c1ccc(N(C)C)cc1)c1ccc(C)c(C)c1 is entered as HKDC1 inh = 10; NLRP3 yeast inh = 7; SENP6 inh = 0; PfG6PD inh = -1; SENP7 block = 4; SENP8 block-1 = -52; SENP1 inh = 3; SENP8 block-2 = -2; Apaf-1 inh = -5

# The listing continues.
SMILES,HKDC1 inh,NLRP3 yeast inh,SENP6 inh,PfG6PD inh,SENP7 block,SENP8 block-1,SENP1 inh,SENP8 block-2,Apaf-1 inh
Clc1ccc(SCc2cc(-c3ccc(Cl)cc3)on2)cc1,0,3,-12,19,7,18,1,4,-5
Cc1ccc(Cn2nnc3c(=O)n(CC(=O)OCc4ccccc4)cnc32)cc1,-3,-7,4,-18,-5,3,-1,-1,-1
CC1(C)NC(=O)N(CC(O)CN2C(=O)NC(C)(C)C2=O)C1=O,-10,10,-5,-14,-8,20,0,-5,-4
Cc1ccc2nc(Nc3ccccc3)cc(C)c2c1,2,35,-18,33,13,-411,-2,-10,17
S=C1CCC(c2ccc(Br)cc2)=NN1c1ccccc1,4,-5,-8,-8,12,10,0,1,8
O=C(O)c1ccc(/C=C/C(=O)c2ccc3c(c2)OCCCO3)cc1,0,17,60*,-11,43,14,0,21,-5
O=C(Cc1ccc(Cl)cc1)Nc1ccc(SC(F)F)cc1,10,33,-13,25,-9,4,0,-18,9
Cc1ccc(S(=O)(=O)N2CCCCC2CCNC(=O)C(=O)NCc2cccnc2)cc1 (stereo unspecified),1,8,-10,-8,-2,3,2,5,-7
Cc1ccc2cc(C)c(Sc3nnnn3-c3ccccc3)nc2c1,-7,.,.,9,.,16,0,.,.
O=C(CSc1nnc(-c2ccc(F)cc2)o1)N1CCCCC1,-4,2,21,16,-3,7,0,-8,-1
Cc1ccccc1CNC(=O)C(=O)NCC1OCCCN1S(=O)(=O)c1ccc(F)cc1C (stereo unspecified),-6,5,-7,0,0,6,1,4,11
O=C(COc1cccnc1[N+](=O)[O-])Nc1cccc(S(=O)(=O)N2CCOCC2)c1,-2,13,-12,-8,6,0,2,-3,-2
N#CCCn1ncc2ccccc21,1,-1,-3,7,3,12,2,-6,-9
CCc1ccc(N2CC(C(=O)OCC(=O)Nc3ccc(C#N)cc3)CC2=O)cc1 (stereo unspecified),-3,10,-4,0,2,9,2,-12,2
Cc1ccc(NC(=O)COC(=O)CCC(=O)c2cccs2)cc1S(=O)(=O)N1CCOCC1,8,4,-1,-13,7,10,6,8,23
CC(NCc1ccc(OCc2ccc(Cl)cc2)cc1)C(O)c1ccccc1 (stereo unspecified),2,17,-23,3,-10,26,1,-8,41*
COc1cc(CNC(=O)c2ccccc2NC(=O)C2=C(C)OCCS2)cc(OC)c1OC,-3,5,12,6,-5,-13,2,-12,-2
Cc1ccccc1C1C(C#N)=C(N)N(N(C)C)C2=C1C(=O)CC(C)(C)C2 (stereo unspecified),1,32,-9,7,-1,8,0,4,6
CCC(=O)N1CCc2cc(S(=O)(=O)CCC(=O)NCc3ccc(OC)cc3)ccc21,-4,-4,-15,-2,6,10,3,-9,0
CC1CCCCC12NC(=O)N(CC(=O)NCCc1ccccn1)C2=O (stereo unspecified),-8,-3,3,-7,-7,13,1,1,1
CCOC(=O)c1c(C)[nH]c(C(=O)COC(=O)c2ccco2)c1C,5,19,-4,-11,1,11,0,5,-5
COc1cccc(-c2cccc(NC(=O)C3CCN(Cc4cnn(C)c4)CC3)c2)c1,2,3,1,-28,-4,5,0,-5,6
COc1ccc(C2c3c(nc[nH]c3=O)Oc3nc[nH]c(=O)c32)cc1,.,1,-6,.,3,-1,-1,1,5
CCCCN(CCCNC(=O)CN1C(=O)COc2ccc(S(=O)(=O)N3CCC(C)CC3)cc21)Cc1ccccc1,-1,16,-21,1,-2,11,3,-10,11
CC(C)CN1CCN(Cc2cc(F)ccc2-n2cccn2)CC1CCO (stereo unspecified),-5,9,-1,-8,0,9,3,1,2
CC(C)(C)OC(=O)C[C@@H]1C/C=C\C[C@@H](CC(=O)NCCO)C(=O)N[C@H](Cc2ccccc2)COC1=O,5,3,0,7,3,16,-1,2,4
C/C(=N/Nc1nc(-c2ccccc2F)nc2ccccc12)c1ccccc1O,18,8,-7,-17,-9,23,74*,-3,4
O=c1c(-c2ccc3c(c2)OCCO3)c(C(F)(F)F)oc2cc(O)cc(O)c12,-4,17,-16,-19,-5,12,1,3,6
O=C(Cc1ccc([N+](=O)[O-])cc1)NCc1ccncc1,-6,19,7,23,-1,4,1,0,-3
